# Bioassay records deposited in PubChem by National Center for Advancing Translational Sciences (NCATS).
# ALOX15 inhib: qHTS Assay for Inhibitors of 15-hLO (15-human lipoxygenase). purified 15hLO-1, xylenol orange hydroperoxide absorbance. Potency, µM (series often up to 57.1 µM), for inactives: at the top dose activity change, negative = inhibition, usual class: inhibitors. actives 1.4% (n = 74,000). AID 887, 2007; also: potency is read from the fitted curve at half-maximal effect; % is scaled to controls: 0 for no effect and ±100 for the full control effect; nearly all actives have a fitted effect of over 55% in size
# Target sequence (P16050 whole entry, looked up): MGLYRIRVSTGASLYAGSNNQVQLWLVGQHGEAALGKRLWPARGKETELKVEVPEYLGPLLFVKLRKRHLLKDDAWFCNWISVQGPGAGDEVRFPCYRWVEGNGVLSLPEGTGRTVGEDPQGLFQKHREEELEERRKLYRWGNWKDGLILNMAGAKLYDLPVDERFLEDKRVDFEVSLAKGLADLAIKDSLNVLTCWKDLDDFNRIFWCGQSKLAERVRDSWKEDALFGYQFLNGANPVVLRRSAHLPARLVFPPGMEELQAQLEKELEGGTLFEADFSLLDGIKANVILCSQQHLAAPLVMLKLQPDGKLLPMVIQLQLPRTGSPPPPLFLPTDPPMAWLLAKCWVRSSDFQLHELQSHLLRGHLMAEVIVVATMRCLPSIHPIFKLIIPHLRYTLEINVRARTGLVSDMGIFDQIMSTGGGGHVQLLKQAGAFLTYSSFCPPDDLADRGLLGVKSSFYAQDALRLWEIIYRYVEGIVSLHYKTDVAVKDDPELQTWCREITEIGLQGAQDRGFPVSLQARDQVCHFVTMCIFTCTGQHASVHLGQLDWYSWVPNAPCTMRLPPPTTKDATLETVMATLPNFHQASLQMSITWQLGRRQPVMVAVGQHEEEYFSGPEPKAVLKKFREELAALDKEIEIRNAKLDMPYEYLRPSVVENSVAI
#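 Hydroperoxide formed from arachidonic acid (50 uM) by purified human 15hLO-1 (40 nM) oxidizes ferrous iron, and the ferric-xylenol orange complex is read at 573 versus 405 nm. Compounds were preincubated 15 min; reaction ran 6 min at room temperature.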
# USP2a inh: qHTS Assay for Inhibitors of Ubiquitin-specific Protease USP2a. Ubiquitin carboxyl-terminal hydrolase 2 (Homo sapiens), O75604. USP2a enzymatic assay, qHTS inhibition. Potency, µM (doses to about 38.3 µM), inactives show at the highest dose activity change, negative = inhibition, most hits filed as inhibitors. actives 0.1% (n = 60,000). AID 927, 2007;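 also: potency is read from the fitted curve at half-maximal effect; nearly all actives have a fitted effect of over 60% in size; plate controls were DMSO for no effect and NEM full inhibition control for full effect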
#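 USP2 core (20 nM final) was preincubated with compound for 30 min at RT in 20 mM Tris-HCl pH 8.0, 2 mM CaCl2, 2 mM beta-mercaptoethanol; Ub-PLA2 (20 nM) plus NBD C6-HPC (20 uM) then added, fluorescence read after 2.5 h.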
# Caspase-7 inhib: qHTS Assay for Allosteric/Competitive Inhibitors of Caspase-7; P55210; recombinant caspase-7, Ac-DEVD-AFC fluorescence rate; Potency, µM (series often up to 57.5 µM), for the others: at the highest dose activity change, negative = inhibition, hits mostly inhibitors; actives 0.02% (n = 75,000); active = well fitted inhibition curve with a large enough effect in the main read-out, with a control signal flat, not every such curve was filed as active; inconclusive = small, poorly fitted or top-dose-only effect, or a change in a side signal; also: potency is read from the fitted curve at half-maximal effect; % of control where 0% means no effect
# Target sequence (P55210 24-198 limits assumed): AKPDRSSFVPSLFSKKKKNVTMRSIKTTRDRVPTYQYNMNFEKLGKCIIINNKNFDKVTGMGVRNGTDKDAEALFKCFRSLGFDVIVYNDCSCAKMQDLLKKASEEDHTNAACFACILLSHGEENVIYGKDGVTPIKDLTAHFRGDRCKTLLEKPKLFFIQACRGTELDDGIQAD
# Target sequence (P55210 207-303 limits assumed): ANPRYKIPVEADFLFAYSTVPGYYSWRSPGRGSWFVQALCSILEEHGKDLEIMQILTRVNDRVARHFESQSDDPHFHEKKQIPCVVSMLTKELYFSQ
# Caspase-1 inhib: qHTS Assay for Allosteric/Competitive Inhibitors of Caspase-1. Potency, µM (doses to about 57.5 µM), for the others: top-dose activity change, negative = inhibition, usual class: inhibitors. Caspase-1 enzyme, Ac-WEHD-AFC fluorogenic rate. actives 0.03% (n = 75,000);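 also: potency is read from the fitted curve at half-maximal effect; plate controls were vehicle for no effect and no substrate for full effect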
# HEK293 cAMP ctrl: qHTS Assay for Agonists of the Thyroid Stimulating Hormone Receptor: Activators of Intracellular cAMP Concentrations in Parental HEK 293; parental HEK293 CNG cAMP sensor, membrane potential fluorescence; Potency, µM (top dose mostly 57.1 µM), without a hit: at the highest dose activation, hits mostly activators; actives 2.5% (n = 73,000); also: potency is read from the fitted curve at half-maximal effect; % of control where 0% means no effect; nearly all actives have a fitted effect of over 55% in size
#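 Counterscreen for endogenous-receptor signalling: CNG-channel HEK 293 cells report cAMP rise by membrane depolarization. After 60 min dye equilibration with 100 uM RO 20-1724, compounds incubated 30 min before bottom-read fluorescence at 590 nm.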
# Rhodamine autofl: qHTS Assay for Spectroscopic Profiling in Rhodamine Spectral Region; Rhodamine-region fluorescence, 547/598 nm, Tris buffer; hits give high values; max dye-equivalent concentration, M; actives 0.05% (n = 59,000); AID 594, 2007; in the data active = max dye-equivalent concentration above about 11 nM; inconclusive = between about 1.1 nM and that limit
#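 Steps: pin-transfer compounds into pH 8.0 Tris (100 mM), hold 15 min at room temperature, image with a 547/598 nm filter pair, and convert intensities to rhodamine-equivalent concentration using a six-point on-plate rhodamine series.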
# Tau filament bind: qHTS Assay for Tau Filament Binding. Microtubule-associated protein tau (Homo sapiens), P10636. recombinant tau filaments, thioflavin S fluorescence, 15 h; filaments grown with octadecylsulfate alongside compound. Potency, µM (titrated, usually from 57.1 µM), without a hit: at the top dose activity change, negative = inhibition. actives 2% (n = 71,000). AID 596, 2007;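 also: potency is read from the fitted curve at half-maximal effect; % is scaled to controls: 0 for no effect and ±100 for the full control effect; actives lower thioflavin S fluorescence by blocking filaments or displacing dye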
#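 Assay mix: 1 uM His-tagged tau, 30 uM sodium octadecylsulfate, thioflavine S dye in HEPES/NaCl/DTT buffer. Compound is added prior to the inducer. Fluorescence after 15 h at 37 C.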
# Pol III holo inh: qHTS Assay for Inhibitors of DNA Polymerase III Holoenzyme System | reconstituted DNA polymerase III holoenzyme replication, biochemical | Potency, µM (titrated, usually from 57.1 µM), inactives show at the highest dose activity change, negative = inhibition | actives 0.25% (n = 71,000); also: potency is read from the fitted curve at half-maximal effect; % is scaled to controls: 0 for no effect and ±100 for the full control effect
#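 Reconstituted *E. coli* holoenzyme (0.35 nM Pol III, 1 nM beta, 154 nM SSB, 2 nM primase) was preincubated with compound for 15 min at RT. Synthesis on 1.4 nM ssM13Gori ran 35 min, then was stopped with PicoGreen/EDTA and read as dsDNA fluorescence.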
# BRCT inh green: qHTS Assay for Inhibitors of BRCT-Phosphoprotein Interaction (Green Fluorophore) | BRCA1 BRCT-phosphopeptide binding, green fluorescence polarization | Potency, µM (series often up to 76.9 µM), without a hit: at the highest dose activity change, negative = inhibition, actives largely listed as inhibitors | actives 0.05% (n = 75,000) | AID 875, 2007;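 also: potency is read from the fitted curve at half-maximal effect; plate controls were peptide without protein for full effect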
#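 Compounds were incubated for 12 min at room temperature with a complex of 100 nM fluorescein-tagged pBACH1 decapeptide and 250 nM His-tagged BRCT protein. Buffer was phosphate pH 7.3 with EDTA, DTT and Tween 20. Disruption of binding lowers the polarization signal.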
# BRCT inh red: qHTS Assay for Inhibitors of BRCT-Phosphoprotein Interaction (Red Fluorophore) | actives 0.03% (n = 75,000) | AID 892, 2007 | Breast cancer type 1 susceptibility protein (Homo sapiens), P38398 | BRCT-phosphopeptide binding, red fluorescence polarization | Potency, µM (highest dose often 76.9 µM), inactives show top-dose activity change, negative = inhibition, actives largely listed as inhibitors; also: % is scaled to controls: 0 for no effect and ±100 for the full control effect
#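 Rhodamine-labelled pBACH1 10-mer (100 nM) bound to BRCT domain (100 nM) at pH 7.3; compounds incubated 12 min room temperature, polarization read. Free peptide defines full inhibition; unlabelled decapeptide titrated as control.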
# HADH2 inhib: qHTS Assay for Inhibitors of HADH2 (Hydroxyacyl-Coenzyme A Dehydrogenase, Type II) | 3-hydroxyacyl-CoA dehydrogenase type-2 (Homo sapiens), Q99714 | recombinant HADH2, NADH fluorescence, beta-hydroxybutyryl-CoA | Potency, µM (highest dose often 57.1 µM), for the others: at the highest dose activity change, negative = inhibition, most hits filed as inhibitors | actives 3.4% (n = 73,000) | AID 886, 2007; also: potency is read from the fitted curve at half-maximal effect; % is scaled to controls: 0 for no effect and ±100 for the full control effect; nearly all actives have a fitted effect of over 60% in size; many of its hits are not listed in these tables
#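 NADH fluorescence (ex 360/em 450 nm) read every 30 s for 4 min; activity taken as last-minus-first time point difference. Enzyme 20 nM, NAD+ 1 mM, beta-hydroxybutyryl-CoA 90 uM, pH 9.0 Tris buffer.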
# Numbers without * were called inactive; i = inactive; ? = inconclusive; / = not tested or not shown; [ ] = dose if it differs, or a comment. Unless noted, calls follow the shape of the dose curve; as a rule, active = well fitted curve in the direction sought with a large enough effect; inconclusive = small, poorly fitted or top-dose-only effect, or another doubt; inactive = no such curve, though single readings can be large; an effect the other way counts as inactive or inconclusive. Not all compounds are listed; rates above refer to the full screens.
SMILES,ALOX15 inhib,USP2a inh,Caspase-7 inhib,Caspase-1 inhib,HEK293 cAMP ctrl,Rhodamine autofl,Tau filament bind,Pol III holo inh,BRCT inh green,BRCT inh red,HADH2 inhib
CC(=O)N1CCC2(CC1)CCN(C(=O)Nc1cccc(C#N)c1)CC2,6%,5%,0%,-3%,6%,i,6%,10%,-1.4%,-0.2%,7%
O=C(Cc1nn[nH]n1)NCCC1=CCCCC1,-25%,2%,1%,-1%,16%,i,-1%,-3%,-1.5%,-0.4%,-4%
CCOc1ccccc1OCCCC(=O)N1CCN(S(=O)(=O)c2ccc(C)cc2)CC1,3%,4%,-7%,-2%,14%,i,8%,-1%,-2.0%,-1.4%,-5%
CCn1cc(C(=O)NCc2ccc(Cl)cc2)c(=O)c2cc(S(=O)(=O)N3CCOCC3)ccc21,-2%,/,-4%,-5%,4%,/,49%,1%,1.4%,-1.9%,2%
COCC(=O)N(Cc1ccc(OC)cc1)Cc1nc2ccccc2c(=O)[nH]1,7%,9%,0%,-3%,-2%,i,3%,-8%,0.7%,-3.1%,-1%
CCOC(=O)C1CCN(C(=O)c2cn(-c3ccccc3)nc2-c2cccnc2)CC1,4%,?,0%,-4%,5%,i,11%,-5%,-0.7%,-0.5%,17%
COc1ccc(Oc2ncc3ncc(=O)n(Cc4cccc(OC)c4)c3n2)cc1,1%,42%[activator],-1%,-4%,?,i,-28%,-13%,-1.5%,0.5%,3%
CCCC(=O)c1cn(CC(=O)OC)c2ccccc12,9%,-1%,1%,0%,-11%,i,-9%,-2%,-1.0%,-0.7%,5%
C[N+](C)(C)CC(=O)N/N=C\c1ccncc1,4%[11.4 µM],/,-1%[11.5 µM],-3%[11.5 µM],-3%[11.4 µM],i,10%[11.4 µM],-15%[11.4 µM],0.0%[15.4 µM],-1.0%[15.4 µM],5%[11.4 µM]
CC1(C)CC(=O)C2=C(C1)Nc1ccccc1NC2c1cccnc1 (stereo not drawn),10%,-6%,-1%,-2%,5%,/,-16%,2%,-2.2%,1.7%,-5%
Cc1cccc(/N=C/c2c(O)c3ccccc3oc2=O)n1,30%[activator],-8%,-3%,0%,-2%,i,4%,-5%,-0.9%,0.6%,-9%
O=C1[C@@H]2Cc3ccccc3CN2C(=O)N1c1cccc(F)c1,-4%,-2%,0%,3%,12%,i,4%,-4%,-1.8%,-0.4%,10%
Cc1nc2cnc(Oc3ccccc3)nc2n(Cc2cccs2)c1=O,-3%,234%[activator],-5%,-3%,16µM*,i,-20%,-9%,0.8%,-0.1%,10%
CCCC(=O)NCc1ccc2c(c1)cc(C)n2C,?,-3%,-11%,?,6%,i,25%,-1%,-2.3%,-2.3%,-7%
O=C1CC(=O)N(Cc2ccco2)C(=O)N1,-17%,0%,-7%,-5%,0%,i,13%,16µM*,17%,-0.4%,?
CCOC(=O)c1ccccc1NC1c2ccccc2C(=O)N1c1ccc(C)cn1 (stereo not drawn),9%,/,-2%,0%,-2%,/,27%,1%,-1.9%,-1.0%,8%
Cn1cnc([N+](=O)[O-])c1[Se]c1nc(N)nc2c1ncn2[C@@H]1O[C@@H](CO)[C@H](O)[C@@H]1O,17%[11.4 µM],/,0%[11.5 µM],1%[11.5 µM],-3%[11.4 µM],i,6%[11.4 µM],-9%[11.4 µM],-1.5%[15.4 µM],-0.9%[15.4 µM],-3%[11.4 µM]
CC(=O)Oc1ccc(C(=O)Nc2nccs2)cc1,-5%,/,0%,2%,4%,/,-3%,-1%,0.1%,0.6%,?
CCOC(=O)CN1C(=O)COc2ccc(C(C)(C)C)cc21,-1%,6%,-1%,-2%,14%,i,-9%,-5%,-1.8%,1.2%,1%
O=C(Oc1ccc(Cl)c2cccnc12)N1CCOCC1,3%,0%,-1%,-1%,?,i,-1%,-1%,-4.0%,0.3%,32µM*
CC(=O)Nc1ccc(S(=O)(=O)N2CCC(N(C)CCC(C)C)CC2)cc1,1%,4%,-2%,-2%,6%,i,-6%,-2%,-0.9%,-0.1%,0%
Cc1oc(-c2ccccc2Cl)cc1-c1nn2c(-c3ccco3)nnc2s1,1%,28%,-2%,-2%,16%,i,70%,-4%,0.9%,0.0%,10%
CCCN(Cc1ccccc1)C(=O)Nc1ccc2c(c1)nnn2C,4%,7%,0%,2%,6%,i,-6%,1%,-1.3%,-1.0%,-5%
c1ccc(-c2noc(-c3ccncc3)n2)nc1,1%[11.4 µM],0%[7.66 µM],1%,0%,2%[11.4 µM],/,-2%[11.4 µM],0%[11.4 µM],-5.0%,-0.8%,-9%[11.4 µM]
Cc1ccccc1-c1nnc(SCC(=O)NC2CCCCC2)o1,0%,-3%,-1%,-1%,32µM*,i,-6%,1%,2.0%,-1.4%,-1%
COC(=O)[C@@]1(Cc2ccc(OC)cc2)[C@H]2c3cc(C(=O)N(C)C)n(CCc4ccc(OC)c(Br)c4)c3C[C@H]2CN1C(=O)c1ccccc1,/,/,-5%,-6%,?,/,22%,7%,-1.5%,-0.1%,3%
CC1(C)SC2c3ccccc3C(=O)N2[C@@H]1C(=O)NCCCN1CCOCC1 (stereo partly drawn),1%,-2%,-1%,1%,5%,i,-2%,-3%,0.2%,-0.9%,6%
Nn1c(COc2ccccc2)nc2ccccc2c1=O,5%,4%,-1%,1%,14%,i,22%,-3%,-0.6%,-0.6%,2%
O=C(c1cccc(F)c1)N1CCC2(CCCN(c3ccc(-c4ccccc4)cc3)C2)CC1,-27%,142%[activator],-6%,-5%,19%,i,-11%,3%,2.0%,-0.1%,4%
NC(=O)C1CCN(CCCNC2CC(=O)N(Cc3ccc(N4CCCC4=O)cc3)C2=O)CC1 (stereo not drawn),-6%,/,-2%,-2%,2%,/,0%,3%,-0.9%,-1.4%,-6%
Cc1ccc2oc(=O)c3cc(C(=O)N4CCN(C(=O)c5ccco5)CC4)sc3c2c1,-4%,/,-1%,1%,5%,/,17%,1%,0.8%,-1.5%,1%
CCOc1ccc(NC(=O)CCC(=O)OC)cc1,7%,1%,-1%,-1%,23%,/,6%,-3%,-0.9%,-0.9%,-2%
CCOC(=O)N1CCN(c2c(F)cc3[nH]c(=S)[nH]c3c2Br)CC1,?,?,-5%,-5%,1%,i,16µM*,3%,0.6%,1.2%,-1%
